From PubChem
Tb PFK inh – qHTS Assay to Find Inhibitors of T. brucei phosphofructokinase | actives 0.17% (n = 330,000) | T. brucei PFK, ADP-Glo luminescence | ATP-dependent 6-phosphofructokinase (Trypanosoma brucei brucei), O15648 | Potency, µM (top dose mostly 57.5 µM), for inactives: top-dose activity, negative = inhibition, hits mostly inhibitors;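 further: potency means the concentration at half of the fitted maximal effect; 0% = uninhibited 1x PFK enzyme wells and -100% = no-enzyme wells; nearly all actives have a fitted effect of over 60% in size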
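Activity is normalized to no-enzyme wells (full inhibition) and 1.25 nM enzyme wells (no inhibition). Reaction: 0.5 mM F6P, 0.1 mM ATP, 45 min RT, ADP-Glo luminescence; concentration-response curves fitted and classed by quality.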
TCR activator – Activators of T cell receptors: qHTS campaign. 330,000 tested, under 10 active. primary human leukocytes, anti-CD3, IL-2 HTRF, 48 h. AID 504894, 2011. Potency, µM (top dose mostly 9.22 µM), for the others: top-dose activation of IL-2 secretion, actives largely listed as activators; further: % of control where 0% means no effect
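Readout: HTRF IL-2, Eu-cryptate/d2 antibody pair, 320nm excitation, 665nm emission. Stimulus: a-CD3 beads, no co-stimulation. Cells: primary human leukocytes. Exposure: 48 hr with compound.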
TSHR antag – Antagonists of the Thyroid Stimulating Hormone Receptor: HTS campaign; Thyrotropin receptor (Homo sapiens), P16473; TSHR-expressing cells, TSH-stimulated cAMP HTRF, 2 h; hits give low values; activity change, negative = inhibition, % at 11.5 µM; actives 0.2% (n = 330,000); AID 504810, 2011;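 active means activity change below a set negative limit, meaning inhibition stronger than a set level, cut at about -70% in these data; inconclusive means activity change between two set negative limits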; further: on the % scale 0 is the no-effect control and ±100 the full control effect
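TSHR-expressing cells were treated with compounds, then stimulated with TSH at EC80 (4nM final) for 2 hours at 37 deg C. Cellular cAMP was measured by HTRF competition between lysate cAMP and cAMP-d2 for a cryptate-labelled anti-cAMP antibody.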
B2AR arrestin – qHTS assay of beta-arrestin-biased ligands of beta2-adrenergic receptor; Beta-2 adrenergic receptor (Homo sapiens), P07550; beta-arrestin recruitment to beta2AR, cell-based reporter; Potency, µM (top dose mostly 46.1 µM), inactives show at the highest dose activation, usual class: activators; actives 0.02% (n = 330,000);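 further: potency means the concentration at half of the fitted maximal effect; 0% = DMSO controls and full agonism = EC100 isoproterenol or metaproterenol; nearly all actives have a fitted effect of over 65% in size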
Chronic BCR inh – qHTS Assay to Find Inhibitors of Chronic Active B-Cell Receptor Signaling. ABC-DLBCL IkBa-CBG/CBR reporter, luminescence ratio, 4 h. actives 0.05% (n = 340,000). Potency, µM (doses to about 46.1 µM), for the others: at the top dose ratio change, negative = lower green/red ratio, most hits filed as inhibitors. AID 493014, 2011; active means well fitted inhibition curve with a large enough effect in the signal ratio, with a control signal flat, not every such curve was filed as active; inconclusive means small, poorly fitted or top-dose-only effect, or effect the other way, or a change in a side signal; the % refers to the signal ratio;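 further: potency means the concentration at half of the fitted maximal effect; plate controls were basal doxycycline-induced cells for no effect and cells given 10 µM MG132 for full effect; MG132 reads +100%, hits lower the ratio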
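Concentration-response series (up to 46 uM) were applied to TMD8 dual-reporter cells for 4 h at 37C with doxycycline. Green/red ratio, after filter-overlap correction, defined %Activity; red signal alone was normalised to basal cells and zero luminescence.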
TSG101-PTAP inh – qHTS Assay for Iinhibitors of HIV-1 Budding by Blocking the Interaction of PTAP/TSG101; Fluorescence polarization, FITC-PTAP peptide / Tsg101 binding; Potency, µM (top dose mostly 115 µM), for inactives: at the top dose activity change, negative = inhibition, actives largely listed as inhibitors; 340,000 tested, under 10 active; Tumor susceptibility gene 101 protein (Homo sapiens), Q99816; AID 493005, 2010; active means well fitted inhibition curve with a large enough effect in the main read-out, with a control signal flat, not every such curve was filed as active; inconclusive means small, poorly fitted or top-dose-only effect, or effect the other way, or a change in a side signal; inactive means no such curve, though single readings can be large or run the other way; further: potency means the concentration at half of the fitted maximal effect; % of control where 0% means no effect
Target sequence (Q99816 whole entry, looked up): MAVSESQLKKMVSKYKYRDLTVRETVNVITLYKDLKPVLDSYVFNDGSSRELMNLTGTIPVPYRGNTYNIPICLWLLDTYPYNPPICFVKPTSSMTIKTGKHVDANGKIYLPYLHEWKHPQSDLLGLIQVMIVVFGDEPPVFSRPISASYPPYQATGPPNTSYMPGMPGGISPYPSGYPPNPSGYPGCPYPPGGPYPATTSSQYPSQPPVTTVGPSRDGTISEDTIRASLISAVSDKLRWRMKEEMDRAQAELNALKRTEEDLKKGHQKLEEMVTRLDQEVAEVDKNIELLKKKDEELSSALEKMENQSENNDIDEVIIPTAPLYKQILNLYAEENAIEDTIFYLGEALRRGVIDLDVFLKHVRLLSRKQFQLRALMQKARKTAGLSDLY
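Steps: Tsg101 binding domain dispensed (10 uM final), compounds pinned in DMSO, FITC-labeled PTAP-motif peptide added (50 nM final); after 20 min binding at room temperature, polarization measured.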
uPA surface inh – qHTS for Inhibitors of Cell Surface uPA Generation. cell surface uPA generation assay, qHTS. Potency, µM (top dose mostly 38.3 µM), for inactives: at the top dose activity change, negative = inhibition, usual class: inhibitors. actives 0.31% (n = 330,000); active means well fitted inhibition curve with a large enough effect; inconclusive means small, poorly fitted or top-dose-only effect; inactive means no such curve, though single readings can be large or run the other way; tested in mouse RAW 264.7 cells; further: potency means the concentration at half of the fitted maximal effect; on the % scale 0 is the no-effect control and ±100 the full control effect; nearly all actives have a fitted effect of over 55% in size
ELG1 repair inh – qHTS screen for small molecules that inhibit ELG1-dependent DNA repair in human embryonic kidney (HEK293T) cells expressing luciferase-tagged ELG1; HEK293T ELG1-luciferase reporter, luminescence, 16 h; DNA damage induced by 5-fluorouridine; Potency, µM (highest dose often 46.1 µM), for the others: top-dose activity change, negative = inhibition, hits mostly inhibitors; actives 2.3% (n = 330,000); further: potency means the concentration at half of the fitted maximal effect; on the % scale 0 is the no-effect control and ±100 the full control effect; nearly all actives have a fitted effect of over 55% in size
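DMSO vehicle served as the neutral condition. Each well held 2,000 cells given 5-fluorouridine plus compound; after 16 hr at 37 °C/5% CO2, ONE-Glo was added and luciferase measured 30 min later.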
USP2a inh – qHTS Assay for Inhibitors of Ubiquitin-specific Protease USP2a Using CHOP2 as the Reporter. USP2 core, Ub-CHOP2 coupled fluorogenic reporter, 485/531. Potency, µM (doses to about 38.3 µM), inactives show at the highest dose activity change, negative = inhibition, most hits filed as inhibitors. actives 0.01% (n = 330,000). AID 463254, 2010;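 further: potency means the concentration at half of the fitted maximal effect; plate controls were DMSO wells for no effect and full inhibition by NEM control for full effect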
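Deubiquitinase activity read as fluorescence (485/531 nm) after Ub-CHOP2 cleavage activates the enterokinase reporter on its substrate; USP2 core 10nM, Ub-CHOP2 and substrate 25nM each, 30min compound preincubation then 60min RT; data normalized to NEM, curves fitted.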
Mito fusion yeast – qHTS Assay for Small Molecule Inhibitors of Mitochondrial Division or Activators of Mitochondrial Fusion | Potency, µM (doses to about 46.1 µM), without a hit: top-dose growth rescue (activation), actives largely listed as activators | S. cerevisiae fusion-defective mutant growth rescue, CellTiterGlo 48 h | actives 0.23% (n = 320,000);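 further: potency means the concentration at half of the fitted maximal effect; % of control where 0% means no effect; nearly all actives have a fitted effect of over 45% in size; temperature-sensitive fusion mutants such as fzo1-1 at 37 °C on non-fermentable ethanol glycerol medium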
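S. cerevisiae fusion-defective temperature-sensitive mutants (e.g. fzo1-1, mgm1-5) grown 48 h at 37C in YPEG (ethanol/glycerol non-fermentable) medium with 23 nl compound per well; growth rescue read as CellTiterGlo luminescence.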
Eya2 inh – qHTS Assay for Inhibitors of the Phosphatase Activity of Eya2. recombinant Eya2, OMFP fluorescence dephosphorylation (OMFP is methylfluorescein phosphate). actives 0.006% (n = 330,000). Protein phosphatase EYA2 (Homo sapiens), O00167. Potency, µM (titrated, usually from 76.9 µM), for the others: top-dose activity, negative = inhibition, hits mostly inhibitors; further: potency means the concentration at half of the fitted maximal effect; on the % scale 0 is the no-effect control and ±100 the full control effect
Target sequence (O00167 whole entry, looked up): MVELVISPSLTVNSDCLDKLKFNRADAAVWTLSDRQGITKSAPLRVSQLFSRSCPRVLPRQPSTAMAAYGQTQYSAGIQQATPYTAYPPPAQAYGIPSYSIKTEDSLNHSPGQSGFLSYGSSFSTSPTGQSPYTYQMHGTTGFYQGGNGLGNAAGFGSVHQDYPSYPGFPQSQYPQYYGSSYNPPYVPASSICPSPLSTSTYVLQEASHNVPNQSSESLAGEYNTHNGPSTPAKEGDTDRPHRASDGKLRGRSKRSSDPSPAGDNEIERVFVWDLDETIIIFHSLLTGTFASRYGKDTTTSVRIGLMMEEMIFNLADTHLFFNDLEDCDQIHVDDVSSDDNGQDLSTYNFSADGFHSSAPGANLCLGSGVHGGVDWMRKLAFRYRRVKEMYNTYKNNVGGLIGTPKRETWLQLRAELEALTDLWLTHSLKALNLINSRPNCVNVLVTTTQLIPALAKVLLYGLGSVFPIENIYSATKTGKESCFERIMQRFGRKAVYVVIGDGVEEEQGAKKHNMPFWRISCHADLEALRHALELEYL
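Eya2 (0.2 uM) preincubated 10 min at ambient with compound, then OMFP substrate added at 50 uM; 10 min reaction in 50 mM HEPES pH 7.5, 50 mM NaCl, 5 uM MgCl2, 0.05% BSA, 1 mM DTT. Fluorescence read at Ex 485/Em 525 nm.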
* = called active by the depositor; ? = inconclusive; . = not tested or not shown; [ ] = another dose, or the depositor's remark. Unless noted, the call rests on the fitted dose curve; in most records, active means well fitted curve in the direction sought with a large enough effect; inconclusive means small, poorly fitted or top-dose-only effect, or another doubt; inactive means no such curve, though single readings can be large; an effect the other way counts as inactive or inconclusive. This is a random part of the collection; overall some 3% were active at least once.

smiles	Tb PFK inh	TCR activator	TSHR antag	B2AR arrestin	Chronic BCR inh	TSG101-PTAP inh	uPA surface inh	ELG1 repair inh	USP2a inh	Mito fusion yeast	Eya2 inh
Cn1cnnc1Sc1ccc(CN2CCN(C3CCCC3)C(CCO)C2)o1 (configuration not stated)	0%	13%	12	-1.0%	2%	-2%	17%	16%	0%	-4%	10%
COCCNC(=O)CN1CCN(S(=O)(=O)c2ccc3c(c2)CCCC3)CC1	-6%	-6%	-8	0.4%	-2%	-2%	-13%	18%	1%	0%	-21%
N=c1c(C(=O)NCc2ccc3c(c2)OCO3)cc2c(=O)n3ccccc3nc2n1Cc1cccnc1	-5%	1%	-7	-0.2%	-1%	3%	7%	?	0%	1%	6%
NC(=O)C(NC(=O)OCc1ccccc1)c1ccccc1 (configuration not stated)	0%	-6%	2	0.3%	1%	0%	-3%	?	-1%	-1%	-10%
Cc1ccc(C)c(-c2ccc(=O)n(Cc3c(F)cccc3Cl)n2)c1	-15%	7%	1	-0.5%	-10%	-10%	35%[activator]	?	1%	15%	-3%
O=C(CN1CCC(NC(=O)Nc2ccccc2-c2ccccc2)CC1)NCc1ccco1	?	5%	5	-0.1%	10%	-7%	.	-4%	-1%	-2%	-1%
O=C(NNC(=O)c1sc2cccc(Cl)c2c1Cl)NC1CCCCC1	0%	2%	-6	0.4%	-6%	-3%	9%	15%	2%	1%	-2%
COc1ccc(-n2c3c(c(=O)[nH]c2=O)C(C(F)(F)F)(C(F)(F)F)N=C(CC(C)C)N3)cc1	0%	1%	10	0.1%	-8%	-4%	.	2%	1%	-1%	-8%
COc1cc(N/C(N)=N/c2nc(C)cc(C)n2)cc(OC)c1	0%	0%	19	-0.8%	?	-6%	?	?	-1%	2%	-3%
O=S(=O)(c1ccc(NC(=S)NC2CC2)cc1)N1CCOCC1	-4%	2%	2	0.2%	5%	3%	3%	13%	4%	6%	-6%
CCC(C)(C)NC(=O)CN(Cc1ccc(OC)cc1)C(=O)CCC(=O)Nc1nccs1	-2%	3%	.	-0.6%	-3%	-3%	2%	10%	2%	-8%	-25%
CCOc1ccc(/C=N/NC(=O)CSc2ccccn2)cc1O	0%	3%	4	0.1%	-4%	-3%	-20%	0%	-1%	-1%	5%
Cc1cccc(CC(=O)Nc2sc(C(C)C)cc2C(=O)N2CCOCC2)c1	1%	-31%	-8	0.2%	7%	-2%	5%	-15%	-1%	0%	3%
CCC(=O)c1ccc(OCC(O)CNC2CCCC2)cc1 (configuration not stated)	1%	-7%	12	3.4%	0%	-5%	1%	?	-1%	-2%	0%
CCc1cccc2c(C(=O)CSc3nncn3-c3ccc(OC)cc3)c[nH]c12	5%	2%[46.1 µM]	0	-0.7%	-1%	-5%	-1%	?	-7%	-1%	-4%
Cc1cccc(Nc2nc(Cl)ncc2F)c1C	-2%	8%	-6	0.5%	-4%	-3%	1%	?	3%	1%	7%
Oc1ccccc1-c1cc(C(F)(F)C(F)F)[nH]n1	-2%	-16%	-8	0.0%	?	-4%	-11%	?	-1%	0%	-2%
O=C(COC(=O)CNS(=O)(=O)c1cc(C(F)(F)F)ccc1Cl)NC1CC1	3%	.	-6	-1.6%	0%	-4%	-8%	16%	4%	.	-13%
CCC1CCCCN1C(=O)CSc1nc2ncccc2[nH]1 (configuration not stated)	0%	-8%	7	0.2%	?	-5%	-16%	?	2%	?	10%
Cc1cc(N=Cc2c(O)n(-c3cccc(C(F)(F)F)c3)c(=O)c3ccccc23)no1	6%	6%[46.1 µM]	11	-0.4%	0%	-1%	-7%	9.2µM*	3%	5%	3%
COc1ccc(NC(=O)C23CC4CC(C2)CC(c2ccccc2)(C4)C3)c(OC)c1	6%	1%[46.1 µM]	8	-0.3%	13%	-2%	-1%	0%	3%	24%	2%
COCCCn1c(SCc2nnc(-c3ccccc3)o2)nc2sc3c(c2c1=O)CCC3	1%	-5%	-2	-0.3%	8%	-4%	5%	19%	-1%	-8%	4%
CCOC(=O)c1nn(-c2ccc(OCC)cc2)c2nc(-c3cccc(OC)c3)c(C#N)c(=O)n12	1%	-4%[46.1 µM]	-5	-0.8%	-1%	-5%	-4%	-19%	-4%	3%	2%
COc1ccc(CN2CCNC(=O)C2CC(=O)NC2CCCCCC2)c(C)c1C (configuration not stated)	0%	-2%	-7	-0.7%	-3%	-2%	5%	-6%	-2%	1%	3%
CCOC(=O)C1C(C(=O)Nc2cccc(C(F)(F)F)c2)C1C(=O)NC(C)C (configuration not stated)	-7%	3%	0	-0.2%	-1%	-4%	1%	-3%	3%	1%	-2%
Cc1ccccc1NC(NC(=O)c1cccs1)C(Cl)(Cl)Cl (configuration not stated)	1%	2%	-4	-0.6%	5%	-2%	4%	-2%	-4%	-2%	-3%
Cc1ccc(C(=O)N2CCc3ccccc32)cc1	-1%	-2%[46.1 µM]	-6	-1.2%	?	-3%	-11%	?	-2%	11%	-12%
Cc1ccc(C)c(S(=O)(=O)NCc2ccc(C(=O)N3CCC(Cc4ccccc4)CC3)cc2)c1	1%	.	-13	-0.7%	?	-3%	-8%	?	1%	9%	-12%
COC(=O)C1[C@H]2C(=O)N(Cc3cccs3)C[C@]23C=C[C@H]1O3 (some centres not stated)	-4%	-8%	13	0.1%	8%	-8%	.	2%	5%	-8%	1%[15.4 µM]
CCOCCCNC(=O)C1CCN(C(=O)N(C)C)CC1	-1%	4%	13	-0.3%	2%	-6%	6%	19%	1%	-10%	-26%
COc1cc(OC)c(NC(=O)c2ccc(F)cc2)cc1Cl	2%	-4%	-8	-0.1%	0%	-16%	-3%	1%	0%	2%	-1%

Quoted at random: 3 records from the list
smiles	Tb PFK inh	TCR activator	TSHR antag	B2AR arrestin	Chronic BCR inh	TSG101-PTAP inh	uPA surface inh	ELG1 repair inh	USP2a inh	Mito fusion yeast	Eya2 inh
CCOC(=O)c1nn(-c2ccc(OCC)cc2)c2nc(-c3cccc(OC)c3)c(C#N)c(=O)n12	1%	-4%[46.1 µM]	-5	-0.8%	-1%	-5%	-4%	-19%	-4%	3%	2%
COc1cc(N/C(N)=N/c2nc(C)cc(C)n2)cc(OC)c1	0%	0%	19	-0.8%	?	-6%	?	?	-1%	2%	-3%
Oc1ccccc1-c1cc(C(F)(F)C(F)F)[nH]n1	-2%	-16%	-8	0.0%	?	-4%	-11%	?	-1%	0%	-2%
